Bioassay records (PubChem)
MCL1-BIM inh: inhibitors of MCL1 binding to BIM-BH3, primary screen, biochemical, fluorescence polarization; AID 2057, 2009; inhibition, % at 10.9 µM; 320,000 tested, 0.68% active; GST-MCL1 / FITC-Bim-BH3 fluorescence polarization;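 active = inhibition above the mean inhibition of all tested compounds plus 3 SD, set per campaign, cut at about 40% in these data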;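 note: 0% = DMSO wells and 100% = unlabeled Bim-BH3 peptide control; higher means more loss of mP so more displacement of Bim peptide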
Target sequence (Q07820 whole entry, looked up): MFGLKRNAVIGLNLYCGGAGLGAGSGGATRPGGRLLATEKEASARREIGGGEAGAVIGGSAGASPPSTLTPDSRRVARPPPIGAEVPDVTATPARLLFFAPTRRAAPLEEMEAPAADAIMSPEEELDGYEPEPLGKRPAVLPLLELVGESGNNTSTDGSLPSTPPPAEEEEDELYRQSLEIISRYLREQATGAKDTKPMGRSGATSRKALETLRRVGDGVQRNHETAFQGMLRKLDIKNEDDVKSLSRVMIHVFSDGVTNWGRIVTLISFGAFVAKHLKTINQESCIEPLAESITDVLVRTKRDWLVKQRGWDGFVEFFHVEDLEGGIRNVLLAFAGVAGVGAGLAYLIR
MEX-5 binding: MEX-5 zinc finger RNA-binding disruptors – biochemical, C. elegans, fluorescence polarization, MLPCN library, primary screen. 300,000 tested, 0.38% active. Zinc finger protein mex-5 (Caenorhabditis elegans), Q9XUB2. activity score (negative = inhibition of binding), % at 10 µM. AID 1832, 2009. MEX-5/FITC-TCR2 RNA binding; active compounds read low;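 active = inhibition past about -25% in most replicates, and total fluorescence under double the plate's negative control median, limit read from the data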;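 note: 0% = DMSO and -100% = 5 µM competing unlabeled TCR2 RNA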
GSTO1 inh: inhibitors of recombinant GSTO1, primary screen, counter-screen for RBBP9 inhibitor project, biochemical, fluorescence polarization | Glutathione S-transferase omega-1 (Homo sapiens), P78417 | activity-based probe fluorescence polarization | inhibition, % at 5.96 µM | 300,000 tested, 1.1% active;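 active = inhibition above the campaign mean inhibition plus 3 SD, cut at about 35% in these data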;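 note: 0% = GSTO1-1 with DMSO and 100% = wells lacking GSTO1-1 enzyme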
Target sequence (P78417 whole entry, looked up): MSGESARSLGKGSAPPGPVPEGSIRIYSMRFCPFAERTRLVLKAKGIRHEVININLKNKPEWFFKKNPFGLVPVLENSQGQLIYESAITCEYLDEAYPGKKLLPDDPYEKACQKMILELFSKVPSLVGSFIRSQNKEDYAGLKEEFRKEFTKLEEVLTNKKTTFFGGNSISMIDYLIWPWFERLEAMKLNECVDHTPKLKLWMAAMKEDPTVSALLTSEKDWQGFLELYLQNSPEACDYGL
Bcl-xL primary: inhibitors of human Bcl-xL, primary screen, biochemical, fluorescence polarization, HTS; Bcl-2-like protein 1 (Homo sapiens), Q07817; GST-Bcl-xL / FITC-Bim BH3 peptide fluorescence polarization; inhibition, % at 10.9 µM; 320,000 tested, 0.7% active;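 active = inhibition above the mean of all tested compounds plus 3 SD, cutoff set per campaign, cut at about 30% in these data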;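 note: 0% = DMSO wells and 100% = unlabeled Bim-BH3 peptide competitor; inhibitors lower millipolarization by displacing the labeled peptide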
Fam108B counter: mouse Fam108B serine hydrolase inhibitors, primary screen, counter-screen for RBBP9 inhibitor project, biochemical, fluorescence polarization; recombinant Fam108B, FP-Rh probe fluorescence polarization; inhibition, % at 9.51 µM; 300,000 tested, 0.33% active; AID 1947, 2009;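 active = inhibition above the screen mean inhibition plus 3 SD, computed separately per campaign, cut at about 18% in these data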;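 note: inhibitors lower polarization as less probe binds the enzyme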
PAD4 FP inh: human PAD4 inhibitors, primary screen, biochemical, fluorescence polarization, 1536-well format; Protein-arginine deiminase type-4 (Homo sapiens), Q9UM07; recombinant PAD4, RCA probe fluorescence polarization; inhibition, % at 6.36 µM; 330,000 tested, 0.41% active; AID 485272, 2010;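 active = percent inhibition above a cutoff equal to the mean of all tested compounds plus 3 SD, cut at about 15% in these data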;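 note: 0% = PAD4 with RCA probe and DMSO and 100% = probe without PAD4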
PME-1 primary: PME-1 inhibitors via competitive probe labeling, primary screen, biochemical, fluorescence polarization, FP-Rh probe, HTS; Protein phosphatase methylesterase 1 (Homo sapiens), Q9Y570; recombinant PME-1; inhibition, % at 5.9 µM; 320,000 tested, 0.53% active; AID 2130, 2009;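 active = inhibition above the campaign mean of all compounds plus 3 SD, cut at about 26% in these data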;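 note: competitive labeling of PME-1 active site by serine hydrolase directed probe; 0% = PME-1 with DMSO and 100% = wells lacking PME-1 enzyme; inhibitors block probe labeling so polarization falls and inhibition rises; many of its hits are not listed in these tables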
GLD-1 RNA inh: GLD-1/TGE RNA complex disruptors, primary screen, biochemical, fluorescence polarization; Female germline-specific tumor suppressor gld-1 (Caenorhabditis elegans), Q17339; 320,000 tested, 0.44% active; inhibition, % at 5.96 µM; purified GLD-1 + fluorescein TGE RNA;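 active = percent inhibition above a per-plate cutoff, the plate mean of test compounds plus 3 SD, cut at about 30% in these data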;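 note: 0% = DMSO wells with GLD-1 and probe and 100% = wells lacking GLD-1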
Target sequence (Q17339 whole entry, looked up): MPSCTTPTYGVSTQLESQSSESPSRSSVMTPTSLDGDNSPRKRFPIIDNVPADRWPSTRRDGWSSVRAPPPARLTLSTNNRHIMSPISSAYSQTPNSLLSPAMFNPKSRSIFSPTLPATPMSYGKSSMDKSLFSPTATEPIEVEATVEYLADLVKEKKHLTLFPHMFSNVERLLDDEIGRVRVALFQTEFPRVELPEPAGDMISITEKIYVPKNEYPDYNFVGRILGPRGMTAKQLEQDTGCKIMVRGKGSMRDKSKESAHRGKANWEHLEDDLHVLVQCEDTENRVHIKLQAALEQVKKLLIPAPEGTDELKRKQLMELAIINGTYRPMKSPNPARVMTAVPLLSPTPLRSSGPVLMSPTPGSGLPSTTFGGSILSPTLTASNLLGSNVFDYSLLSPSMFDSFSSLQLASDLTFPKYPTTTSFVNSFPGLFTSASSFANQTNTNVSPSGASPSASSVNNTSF
TPT1 inhibitor: Candida albicans TPT1 enzyme inhibitors, primary screen, biochemical, fluorescence polarization | 300,000 tested, 0.81% active | inhibition, % at 5 µM | tRNA 2'-phosphotransferase TPT1 (Candida albicans SC5314) | recombinant caTPT1, FP RNA substrate dephosphorylation;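 active = inhibition above the mean of all tested compounds plus 3 SD, set per screening campaign, cut at about 24% in these data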;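 note: plate controls were DMSO alone for no effect and ferristatin control at 100 nM for full effect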
* = called active by the depositor; nt = not tested or not shown. Some of the compounds tested, so the mix of outcomes need not match the whole.

SMILES	MCL1-BIM inh	MEX-5 binding	GSTO1 inh	Bcl-xL primary	Fam108B counter	PAD4 FP inh	PME-1 primary	GLD-1 RNA inh	TPT1 inhibitor
Cc1ccccc1NC(=O)CCN1CCN(CCO)CC1	-7	-0.4	1	4	1	3	-7	2	0
O=C(CSCc1cccc(Cl)c1)OCc1nc2ccsc2c(=O)[nH]1	-8	-1.0	-3	-3	-3	-2	0	-3	2
O=C(Nc1cccc([N+](=O)[O-])c1)c1cnccn1	15	-1.3	4	9	-1	-7	3	0	1
Cc1cccc(NC(=O)c2ccc(COc3ccccc3)o2)n1	8	3.1	0	5	3	0	4	-1	-2
CC(C)n1c(SCC(=O)Nc2ccccc2)nc2c1c(=O)n(C)c(=O)n2C	1	-5.6	-1	2	5	-4	4	3	5
COc1ccc(-c2c(-c3ccc(OCC(=O)NN)cc3O)n[nH]c2C)cc1	8	-2.4	-9	-1	-9	-4	-41	2	-1
COC(=O)c1ccc(CSc2nnc(CNC(=O)COc3ccc(Cl)cc3)o2)o1	0	1.6	3	2	0	5	-3	7	-2
COc1ccc([C@@H]2[C@@H]3C(=O)N(C(C)(C)C)C(=O)[C@@H]3[C@]3(C)C(=O)N(c4cccc(F)c4)C(=O)N23)cc1	0	0.5	8	-1	1	2	3	10	-3
c1ccc(-c2cn3c(n2)-c2ccccc2C3)cc1	-8	2.0	-4	-6	-1	-3	-6	3	1
CCCOC(=O)C(C)n1c(-c2ccccc2)nc2ccccc2c1=O (configuration not stated)	5	1.8	7	10	-5	3	3	9	2
CC(C)n1cc(CN2CCC(Oc3ccc(C(=O)N4CCCC4)cc3)CC2)cn1	5	2.3	2	5	-2	-5	-1	10	1
COc1cc(Cl)c(CN2CCC(CO)(CCOc3ccccc3)CC2)cc1OC	1	-1.4	5	6	1	2	1	9	-2

As entered above.
`CC(C)n1c(SCC(=O)Nc2ccccc2)nc2c1c(=O)n(C)c(=O)n2C` in Bcl-xL primary shows 2
`O=C(CSCc1cccc(Cl)c1)OCc1nc2ccsc2c(=O)[nH]1` in Bcl-xL primary shows -3

Going on with the list:
SMILES	MCL1-BIM inh	MEX-5 binding	GSTO1 inh	Bcl-xL primary	Fam108B counter	PAD4 FP inh	PME-1 primary	GLD-1 RNA inh	TPT1 inhibitor
CCOC(=O)Cc1csc(N/N=C\c2cccc(Br)c2)n1	-1	-0.6	0	0	0	0	-3	0	2
CNc1nc(SC(C)C(=O)Nc2ccc(Cl)c(Cl)c2)nc(N2CCOCC2)n1 (configuration not stated)	-3	0.0	16	0	-4	-2	-5	1	3
CC1CC(C)CN(C(=O)CCc2nnc3ccc(N4CCCCC4)nn23)C1 (configuration not stated)	9	2.7	4	9	2	6	5	10	0
O=C(NCc1cccs1)c1cc(-c2cccs2)on1	1	-0.5	-1	2	2	0	-1	10	-1
CCOC(=O)N1CCC(N2Cc3cccc(C(=O)Nc4ccc(F)cc4)c3C2=O)CC1	0	-1.5	-2	11	-6	-3	-3	-1	-4
CCn1cc(CN2CCCC(C(=O)Nc3ccc(-c4cscn4)cc3)C2)c(C)n1 (configuration not stated)	-2	0.5	6	6	-3	4	-3	3	-4
CCOC(=O)Cn1c(=O)oc2cc(S(=O)(=O)N(C)Cc3ccco3)ccc21	-1	1.7	4	5	-2	-5	12	2	1
CCc1cccc(NC(=S)N(CCCOC(C)C)C2CCN(C(C)=O)CC2)c1	2	3.0	1	8	-2	0	0	-2	-6
COC(=O)c1ccccc1NC(=O)/C=C/c1cc(OC)c(OC)c(OC)c1	2	-1.2	-6	0	-6	-5	3	-6	-2
O=C(Nc1nc2c(Br)cccc2s1)C1CC1	-3	-1.5	4	4	-2	6	-9	1	-1
O=C(Oc1c(CN2CCOCC2)cc(Cl)c2cccnc12)c1ccccc1Cl	4	-1.1	11	5	7	-6	10	1	2
Cn1nnnc1SCC(=O)Nc1nc2c(s1)CCCC2	5	1.6	-1	1	-2	-6	-9	5	-1
Cc1cc(N=Nc2ccc(C)c(N=Nc3cc(C)c(N)cc3N)c2)c(N)cc1N	21	-5.7	2	19	10	-2	9	3	0
CC(C)NC(=O)c1ccccc1NC(=O)C(C)Oc1ccccc1 (configuration not stated)	8	2.2	1	3	-7	0	-3	2	-2
COc1ccc([C@H]2/C=C\CN(S(=O)(=O)c3ccc(C)cc3)[C@@H](C)C(=O)N2Cc2ccc(F)cc2)cc1	7	-1.7	1	10	-4	0	0	6	-1
CCOC(=O)C1(Cc2ccccc2C(F)(F)F)CCN(C(C)CCn2cccn2)CC1 (configuration not stated)	2	3.4	3	3	2	-1	-8	13	4
COc1cc(NC(=S)NC(=O)c2ccccc2F)ccc1NC(=O)c1cccs1	4	2.2	-7	6	-4	3	6	2	-2
CCNc1sc(C(=O)c2cccs2)c(N)c1C#N	14	-1.0	7	12	3	-5	4	2	-6
COc1cc(C(=O)NNC(=O)c2ccco2)cc(OC)c1OC	-2	-3.8	-1	-2	3	-2	0	-1	-7
Cc1ccc(SCCC(=O)Nc2ccccc2C(=O)NC2CCCCC2)cc1	10	3.2	-3	6	-5	-5	5	3	-2
COCCCN(C(=O)CSCc1ccc(C)cc1)c1c(N)n(Cc2ccccc2)c(=O)[nH]c1=O	5	1.4	-12	4	-5	-3	1	5	-4
CCOC(=O)c1ccc(NC(=S)N(CCCN2CCN(C)CC2)Cc2cccs2)cc1	10	1.3	7	8	5	0	1	7	0
O=C(O)C1CCN(C(=O)c2ccc3c(c2)OCO3)CC1	-5	2.3	4	-1	2	0	2	-5	-1
Cc1ccc(-c2nc(CSCC(=O)N3CCOCC3)c(C)o2)cc1	2	-1.1	0	5	-1	0	3	7	-2
CCN(C(=O)COc1cccnc1[N+](=O)[O-])C1CCS(=O)(=O)C1 (configuration not stated)	-14	1.6	0	-9	1	1	4	6	2
Cc1ccc(O)c(C(=O)c2cnc3c(c2)c(-c2ccc(F)cc2)c(C#N)c(=O)n3C)c1	-2	-1.2	-6	-1	1	-5	2	4	2
O=C1c2ccccc2C(Nc2ccc3c(c2)OCO3)N1Cc1ccco1 (configuration not stated)	10	-0.6	4	11	5	-1	1	1	-1
Cc1cccc(C(=O)O/N=C(\c2ccccc2)c2cccnc2)c1	1	0.4	4	1	-1	8	0	4	-2
O=C(c1ccncc1)c1ccc(Br)cc1	5	1.7	4	2	3	-2	4	1	-2
Cn1ncc2c(Nc3cc(Cl)cc(Cl)c3)ncnc21	1	-0.9	-27	6	-10	-4	-8	0	-2
c1ccc(CCc2nc3ccccc3[nH]2)cc1	-10	2.3	-2	-3	1	-2	-4	-11	4
COc1ccc([C@H]2CC(=O)C=C(c3ccccc3)C2)cc1OC	-3	nt	nt	2	nt	1	-1	8	nt
N/C(=N\OC(=O)Cc1ccc(-c2ccccc2)cc1)c1cccnc1	-4	0.7	-4	-2	2	2	-2	1	1
Cc1ccc(S(=O)(=O)N2CCN(CC(=O)N3CCOCC3)CC2)cc1	-1	1.4	1	2	3	-4	-2	6	-1
CCOC(=O)N/N=C/C=C/c1ccccc1	1	4.1	-3	4	1	2	-8	3	-4
CN=C1SC(C(=O)O)CC(=O)N1C (configuration not stated)	10	1.1	0	7	-1	0	-4	-2	-3
CC(NCc1ccc(S(N)(=O)=O)cc1)C(=O)Nc1cc([N+](=O)[O-])ccc1Cl (configuration not stated)	-2	0.6	15	-2	2	2	8	7	1
O=C(/C=C/c1ccccc1)C1=C(O)C(=O)N(CCO)C1c1ccc2c(c1)OCO2 (configuration not stated)	2	-1.0	-3	-2	-3	-6	1	4	3
N/C(=N\OC(=O)C1CCCCC1)c1ccncc1	-2	-2.9	-2	2	-3	1	-2	5	1
Cc1ccc(C(OCC(O)CN2CCCCC2CO)c2ccccc2)cc1 (configuration not stated)	0	-2.0	10	6	-6	0	0	6	-2
CCCCn1nc(C(=O)N[C@@H](CCSC)c2nc3ccccc3[nH]2)c2ccccc2c1=O	-3	0.0	5	-5	-1	-4	-2	9	-1
Cc1nnc2n1N=C(c1ccc(F)cc1F)CS2	8	nt	nt	3	nt	3	5	4	nt
Cc1ccc(NC(=S)NNC(=S)Nc2ccc(C)cc2C)cc1	9	-0.3	47*	12	2	3	2	-2	1
COc1ccc(N2CCN(C(=O)C(CCSC)N=C3NS(=O)(=O)c4ccccc43)CC2)cc1 (configuration not stated)	7	-2.2	3	7	4	-2	4	12	-3
CCN(CC)C(=O)c1sc(NC(=O)c2cccnc2)c(C(=O)OC)c1C	-5	0.6	-5	3	0	-1	0	-2	-5
O=C(CCN1CCN(CCO)CC1)Nc1ccc(OCc2ccccc2)cc1	2	-1.5	3	-1	-3	1	-8	8	4
O=C(/C=C/NCc1cccnc1)c1ccc(-c2ccccc2)cc1	-16	1.3	-1	-9	2	-3	1	-4	5
COc1ccccc1CN1C(=O)[C@@H]2C(CC(N)=O)NC3(C(=O)Nc4c3ccc(Cl)c4C)[C@@H]2C1=O (some centres not stated)	-3	-2.6	-2	2	-1	0	-6	1	-1
CCc1ccccc1N(C(=O)c1cccs1)C1C=CS(=O)(=O)C1 (configuration not stated)	1	-0.1	2	4	-3	-3	1	-10	-2
COc1ccc(C(=O)OCC(=O)Nc2ccc3[nH]c(=O)[nH]c3c2)cc1	2	-0.1	-4	0	4	5	-5	7	1
CCC(C(=O)NC1CCCC1)N(C(=O)Cn1nnc(-c2ccc(C)o2)n1)c1ccc(OC)c(OC)c1 (configuration not stated)	-3	0.9	-9	4	0	-1	2	2	-5
CCOc1ccccc1/C=C/C(=O)NCC(=O)N1CCC(N(C)C2CCCCC2C)CC1 (configuration not stated)	10	-1.9	-6	1	1	0	-6	7	2
Cn1cccc1/C=N/NC(=O)CSc1nc2ccccc2[nH]1	1	-0.9	2	2	2	0	-3	7	-3
CCOc1ccc(N(CC(=O)Nc2ccccc2C(=O)N2CCOCC2)S(=O)(=O)c2ccc(F)cc2)cc1	-1	1.0	-1	-3	-2	1	-6	-1	6
COc1ccc2c(c1)CCc1c(C(=O)N3CCOCC3)noc1-2	4	-1.0	3	4	-3	-4	0	-2	-1
Cc1ccc(NC(=O)COC(=O)CCc2nc3ccccc3n2-c2ccccc2)c(C)c1	3	0.6	1	5	1	3	2	1	5
OCCN1CCN(c2cc(C(F)(F)F)nc3ccccc23)CC1	-3	5.1	-2	4	0	2	2	7	-1
COc1cccc(OCc2ccc(Cl)cc2)c1C#N	-4	-0.2	-5	-10	-3	-5	-1	2	4
Cc1ccccc1NC(=O)CCCn1nc(C)c2c(C)n(-c3ccccc3)nc2c1=O	-3	nt	2	3	0	-1	5	-3	1
CN(Cc1ccccc1)c1nc2c(c(=O)[nH]c(=O)n2C)n1C	0	-1.3	-1	-2	-1	-1	0	2	2
